TbMetRS inhib – blocks T. brucei methionyl-tRNA synthetase activity | purified T. brucei MetRS, ATP depletion, Kinase-Glo luminescence | inhibition, % at 11.9 µM | actives 0.4% (n = 360,000) | AID 624268;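 active = inhibition above a per-plate cutoff of the control wells' mean inhibition plus 3 SD, cut at about 5.5% in these data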;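 note: 0% = DMSO wells median and 100% = median of wells with control inhibitor compound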
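Assay system: T. brucei methionyl-tRNA synthetase, purified | Medium: HEPES buffer with MgCl2, KCl, DTT, spermine, BSA, pyrophosphatase | Compound: 11.9 µM single point | Incubation: 15 min enzyme-compound preincubation, 2 h reaction, 10 min detection, 25 °C | Measured by: Kinase-Glo luciferase luminescence reporting remaining unconsumed ATP | Measure: % inhibition normalized to control-well medians | Replication: Singlicate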
DNMT1 inh – inhibitors of human DNMT1. DNMT1 molecular beacon, Hinp1I cleavage, fluorescence. P26358. actives 0.83% (n = 360,000). inhibition (reported as % activation of signal), % at 10 µM; in the data active = inhibition above about 50%
STEP inh – blocks human striatal-enriched tyrosine phosphatase | P54829 | recombinant STEP, OMFP fluorogenic substrate, fluorescence | inhibition, % at 20 µM | actives 0.25% (n = 360,000) | AID 588621;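 active = inhibition at 20 µM, scaled per plate between control wells, above about 37%, limit read from the data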;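 note: 0% = DMSO with enzyme and substrate and 100% = substrate only without enzyme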
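medium = Bis-Tris buffer pH 6.0, 2.5 mM DTT, 0.005% Tween 20 | test system = STEP (striatal-enriched tyrosine phosphatase) enzyme, cell-free | measure = normalized % inhibition | compound dosing = 20 µM, 1% DMSO | also added = 25 µM OMFP | schedule = reaction 20 min, ambient temperature | measured by = fluorescence read at 480 nm ex / 540 nm em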
Scp-1 inhibitor – Scp-1 (human) phosphatase inhibition; Q9GZU7; Recombinant Scp1, phosphopeptide, malachite green phosphate absorbance; inhibition, % at 20 µM; actives 0.88% (n = 340,000); AID 493091;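 active = inhibition above about 50% at 20 µM, limit read from the data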;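 note: plate controls were DMSO wells with enzyme for no effect and wells lacking enzyme for full effect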
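Assay system: SCP-1 catalytic fragment, aa 76-261 | Buffer or medium: Tris acetate buffer pH 5.5 with MgCl2 and Tween-20 | Compound: One concentration, 20 µM, with 1.0% DMSO | Also added: Phospho 17-mer peptide substrate | Signal: Absorbance at 630 nm | Incubation: 45 min enzyme reaction at room temperature | Measure: % inhibition of SCP-1 phosphate liberation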
eLon inh – E. coli protease La inhibition; inhibition, % at 7.94 µM; purified E. coli Lon protease, fluorescence polarization; P0A9M0; actives 0.42% (n = 360,000); AID 602123; in the data active = inhibition above about 13%, passing the limit was not always enough;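 note: 0% = enzyme with probe and DMSO and 100% = no enzyme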
Target sequence (P0A9M0 whole entry, looked up): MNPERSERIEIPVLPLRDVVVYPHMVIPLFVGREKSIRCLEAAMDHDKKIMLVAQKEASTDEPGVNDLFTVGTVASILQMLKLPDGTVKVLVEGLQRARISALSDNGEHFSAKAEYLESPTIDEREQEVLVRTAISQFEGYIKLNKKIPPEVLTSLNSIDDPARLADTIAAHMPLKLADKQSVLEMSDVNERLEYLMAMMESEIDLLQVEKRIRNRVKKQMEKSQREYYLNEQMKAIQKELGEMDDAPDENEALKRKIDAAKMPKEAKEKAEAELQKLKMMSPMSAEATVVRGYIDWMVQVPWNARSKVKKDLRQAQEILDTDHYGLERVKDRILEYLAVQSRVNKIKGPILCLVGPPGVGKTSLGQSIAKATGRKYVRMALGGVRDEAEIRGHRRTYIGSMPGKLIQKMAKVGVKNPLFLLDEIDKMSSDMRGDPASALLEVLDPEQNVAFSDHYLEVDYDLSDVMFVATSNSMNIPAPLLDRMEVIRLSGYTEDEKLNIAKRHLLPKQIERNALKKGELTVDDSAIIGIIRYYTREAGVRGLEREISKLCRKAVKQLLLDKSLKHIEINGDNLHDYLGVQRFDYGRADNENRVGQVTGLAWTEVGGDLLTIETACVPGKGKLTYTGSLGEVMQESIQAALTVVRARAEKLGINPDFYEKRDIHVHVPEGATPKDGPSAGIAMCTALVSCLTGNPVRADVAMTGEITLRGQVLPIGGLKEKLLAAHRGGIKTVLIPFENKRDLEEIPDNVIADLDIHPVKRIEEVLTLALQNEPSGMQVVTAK
SUMO1-SIM PPI – modulators of human SUMO1-mediated protein-protein interactions; SUMO1 binding to a labelled peptide, TR-FRET, 1 h; actives 0.33% (n = 360,000); inhibition, % at 20 µM; P63165; in the data active = inhibition above about 37%
Target sequence (P63165 whole entry, looked up): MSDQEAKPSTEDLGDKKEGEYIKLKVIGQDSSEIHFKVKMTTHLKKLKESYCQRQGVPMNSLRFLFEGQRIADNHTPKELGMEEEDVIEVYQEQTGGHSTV
MsrA inh – bovine MsrA inhibition; purified bovine MsrA, absorbance read-out; inhibition, % at 15.5 µM; AID 651718; actives 0.75% (n = 360,000); in the data active = inhibition above about 4.5%;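 note: 0% = vehicle wells with enzyme and 100% = reference inhibitor wells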
LMPTP block – LMPTP (human) inhibition. recombinant LMPTP-A, OMFP fluorogenic substrate, fluorescence intensity. inhibition, % at 20 µM. actives 0.22% (n = 360,000). AID 651560;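 active = compounds that cut the enzyme signal by at least half of the control window in the single-dose screen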;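 note: plate controls were DMSO wells with enzyme plus substrate for no effect and substrate without enzyme for full effect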
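Test system: LMPTP-A phosphatase enzyme. Amount: LMPTP-A at 0.625 nM final in the reaction. Reagent: OMFP substrate, 400 µM final. Times: 50 min at room temperature. Signal: endpoint fluorescence intensity from OMFP dephosphorylation. Read-out basis: % inhibition. Benchmarks: no-enzyme and uninhibited controls.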
MsrA act – activates bovine MsrA enzyme. purified bovine MsrA, absorbance read-out. actives 0.3% (n = 360,000). AID 602163. activation, % at 10.6 µM; in the data active = activation above about 7.5%;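 note: 0% = vehicle and 100% = reference activator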
CendR NRP1 mod – alters CendR peptide binding to human NRP-1. FAM-RPARPAR peptide binding to NRP-1, fluorescence polarization. inhibition, % at 25 µM. actives 0.85% (n = 360,000). AID 602438;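 active = inhibition or corrected inhibition above about 18%, plus a signal ratio from 0.5 to 1.5, limit read from the data, passing the limit was not always enough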; note: strong numbers were not always called active
* = called active by the depositor; nt = not tested or not shown.

compound	CendR NRP1 mod	Scp-1 inhibitor	SUMO1-SIM PPI	LMPTP block	MsrA act	DNMT1 inh	TbMetRS inhib	MsrA inh	STEP inh	eLon inh
COc1ccc(N2CCN(C(=O)C3CCN(C(=O)c4ccccc4Cl)CC3)CC2)cc1	7	-8	5	0.1	-2	2	0.7	-0.4	-1	5
CC(=O)c1cccc(NC(=O)CC2CCCC2)c1	10	-9	3	-1.6	-3	-2	0.3	-1.2	-1	15
CCOc1ccc2nc(SC3CC(=O)N(c4ccc(OC)cc4)C3=O)sc2c1 (centres undefined)	10	-13	1	2.1	-1	-1	-0.2	0.7	2	-5
N#CC(C(=O)CCN1C(=O)C2CC=CCC2C1=O)c1nc2ccccc2[nH]1 (centres undefined)	-8	-6	5	2.0	-3	-7	0.8	2.9	2	8
COC(=O)c1ccc(S(=O)(=O)N2CCC(c3nc4ccccc4o3)CC2)cc1	-10	-3	2	-0.1	-3	-9	-0.7	0.6	0	-6
COc1ccc(C(=O)NCC(=O)NCC(=O)OCC(=O)c2ccc(Br)cc2)cc1	11	-9	5	1.1	-3	3	-0.2	0.4	1	2
CC(Oc1ccccc1)C(=O)NC1CCSc2ccccc21 (centres undefined)	-5	8	-1	-0.1	-12	10	-0.5	0.7	-5	-2
CC(=O)N(CCC1(c2ccc(C)cc2)CCOC(C(C)C)C1)Cc1ccco1 (centres undefined)	-7	-18	2	1.5	-2	-2	0.0	-0.2	1	0
CCn1c(SCC(=O)c2[nH]c(C)c(C(C)=O)c2C)nnc1-c1ccccc1	13	4	-1	0.6	0	-2	-0.5	1.2	-3	-7
CCCN1CCN(C(=O)C2CCN(S(=O)(=O)c3ccc4c(c3)NC(=O)C(C)S4)CC2)CC1 (centres undefined)	-51	-5	2	-0.7	-1	-5	-0.1	-0.1	0	-35
O=C(NC(c1ccc(Cl)cc1)c1cnccn1)C1CCN(Cc2ccc(Oc3ccccc3)cc2)CC1 (centres undefined)	-11	nt	1	-0.9	3	-12	-0.2	0.7	3	0
O=S1(=O)N=C2CCCCCN2C(c2ccncc2)N1 (centres undefined)	1	3	1	-1.1	-1	1	0.9	-0.1	-1	6

Profiles, quoted from the list:
O=S1(=O)N=C2CCCCCN2C(c2ccncc2)N1 (centres undefined) is entered as CendR NRP1 mod: 1; Scp-1 inhibitor: 3; SUMO1-SIM PPI: 1; LMPTP block: -1.1; MsrA act: -1; DNMT1 inh: 1; TbMetRS inhib: 0.9; MsrA inh: -0.1; STEP inh: -1; eLon inh: 6
COC(=O)c1ccc(S(=O)(=O)N2CCC(c3nc4ccccc4o3)CC2)cc1 is entered as CendR NRP1 mod: -10; Scp-1 inhibitor: -3; SUMO1-SIM PPI: 2; LMPTP block: -0.1; MsrA act: -3; DNMT1 inh: -9; TbMetRS inhib: -0.7; MsrA inh: 0.6; STEP inh: 0; eLon inh: -6

Next part
compound	CendR NRP1 mod	Scp-1 inhibitor	SUMO1-SIM PPI	LMPTP block	MsrA act	DNMT1 inh	TbMetRS inhib	MsrA inh	STEP inh	eLon inh
O=C(NCc1ccco1)NC(=O)c1csc([N+](=O)[O-])c1	5	0	-12	-0.1	-1	-2	0.1	0.1	-1	5
CCOC(=O)c1ccc(N2CCOCC2)c(NC(=O)c2ccc3c(c2)OCO3)c1	-12	-7	-4	0.6	-5	0	-0.2	0.9	2	-3
CCOc1cc(C2C(C#N)=C(N)OC(C)=C2C(C)=O)c(Br)c(Br)c1OC(C)C (centres undefined)	-8	-18	-7	1.6	-1	-8	-0.2	nt	-1	-5
O=C(Cn1nnc(-c2cccs2)n1)NCCc1ccccc1	10	-13	1	-0.2	-4	1	-0.8	0.4	0	4
O=C1N/C(=C\c2ccc(O)cc2)C(=O)c2ccccc21	-3	-4	24	1.6	-4	34	7.8*	nt	2	-30
COc1ccccc1NC(=O)c1cc(S(=O)(=O)N2CCC3(CC2)OCCO3)ccc1F	0	-9	9	-0.4	-3	0	0.0	nt	2	-2
COc1ccc(NC(=O)CSc2nncn2C)c([N+](=O)[O-])c1	1	-2	-18	-1.3	-1	7	-0.2	1.1	2	5
CN(CC1COc2ccccc2O1)C(=O)CSc1ncnc2sccc12 (centres undefined)	-15	-8	-4	2.4	0	0	-0.2	-0.8	2	-8
OCCCNc1ncnc2c1ncn2[C@H]1CN(Cc2ccco2)C[C@@H](CO)O1	7	nt	-5	2.0	-8	1	-0.5	-0.5	2	0
N/C(=N\OC(=O)c1ccc(Cl)cc1Cl)c1cccnc1	-6	-1	4	1.0	-9	-1	-0.2	0.3	4	0
O=C(Nc1ccc([N+](=O)[O-])cc1)Nc1ccc(N2CCOCC2)c2nonc12	3	21	-14	5.0	-3	-6	-0.2	0.5	5	-7
CC(=O)O[C@H](COc1c2ccoc2cc2oc(=O)ccc12)C(C)(C)O	0	-2	-9	-1.1	-4	8	-0.2	0.1	0	-4
Cc1nnc(SCc2c(Cl)cccc2Cl)n(N)c1=O	3	-1	4	-0.7	-3	-3	-0.3	0.9	-1	-6
C[C@@H]1CN([C@@H](C)CO)C(=O)CCCn2nncc2CO[C@@H]1CN(C)C(=O)Nc1ccc(C(F)(F)F)cc1	4	nt	0	-2.4	-3	-2	-0.5	-0.3	-1	5
CC(OC(=O)Cn1[nH]c(=O)c2ccccc2c1=O)C(=O)NC1(C#N)CCCCC1 (centres undefined)	-3	2	0	-1.4	0	4	-0.3	-0.1	1	10
CCC(=O)Nc1nc(-c2ccc3c(c2)OCCO3)cs1	0	-3	0	1.2	1	-3	-0.2	-1.2	1	8
CN(Cc1cn(C)nc1-c1ccc(Oc2ccccc2)cc1)Cc1cnc2ccccn12	-12	-6	0	0.4	-2	-7	-0.4	-0.8	1	-3
CCSC1(SCC)N=C(N)C2(C#N)C(c3ccc(F)cc3)C12C#N (centres undefined)	12	-13	-1	-0.8	-1	-8	-0.4	0.4	-4	-1
CCc1nc2c(OCc3ccc(OC(F)F)cc3)cccn2c1N(C)C(=O)c1ccc(OC)cc1	4	nt	3	1.1	2	-6	0.0	-0.4	1	10
O=C(NCc1ccccn1)c1nc(-c2ccc(C(F)(F)F)cc2)no1	4	-7	0	-1.7	-7	1	-0.7	0.0	-2	-1
Cc1ccccc1S(=O)(=O)N1[C@@H](c2ccc(Br)cc2)C(C(=O)O)=CC[C@H]1c1ccc(Cl)cc1	-70	-14	12	1.5	-1	8	0.3	-0.3	0	-5
CN(C)Cc1cc(CN(C)C)c(O)c(CCc2ccccc2)n1	2	-16	-2	-6.4	-3	-2	-0.2	1.0	0	0
O=C(CSCc1cnn(-c2ccccc2)c1-n1cccc1)NCc1ccccn1	8	2	-2	-2.1	-12	3	-1.6	-0.5	-2	3
CC(NC(=S)Nc1ccccc1OC(F)F)C(C)(C)C (centres undefined)	-4	-5	2	0.0	-1	-4	-0.4	-0.3	1	7
CCN(CC)C(=O)CN(c1cccc(Br)c1)S(C)(=O)=O	7	7	-2	-0.5	-2	-1	-0.7	-0.1	0	5
CCOC(=O)C1(C)CCCN(C(=O)c2ccc(-c3ccccc3)cc2)C1 (centres undefined)	-6	nt	-3	-0.4	-2	-3	-0.1	0.3	-1	-13
O=C(N/N=C/c1ccc(O)cc1)c1cccc(C(F)(F)F)c1	-1	-12	-4	-0.8	-2	-8	-0.2	2.9	-3	-5
Cc1ccc(-n2nc3c(c2NC(=O)c2ccc4c(c2)OCO4)CS(=O)(=O)C3)c(C)c1	5	5	-1	-0.1	-1	2	0.0	-0.4	0	-7
CCCCOc1ccc(Cl)cc1CSc1nnc(CC)n1N	-15	6	-5	1.0	-2	0	0.5	-0.5	2	2
COC(=O)C[C@H]1c2cc(C(F)(F)F)ccc2S(=O)(=O)N1Cc1ccccc1	25*	-6	4	-0.3	-1	3	-0.3	0.2	0	-6
CCN1CCN(c2nc(SC)nc3sc4c(c23)CC(C)(C)OC4)CC1	-6	-2	1	0.1	0	2	-0.2	0.3	5	7
Nc1ccc(C(=O)OCC(=O)N2c3ccccc3Sc3ccccc32)cc1[N+](=O)[O-]	-22	-14	-9	1.4	-1	-6	0.1	-0.9	2	-9
Cc1cc(C)n(-c2ccc(C(=O)NC3=NCCS3)cc2)n1	-4	-1	-2	2.3	-13	-1	-1.6	0.1	-1	-5
Cc1cccc2cc(C3CC(c4ccco4)=NN3S(=O)(=O)c3ccccc3)c(Cl)nc12 (centres undefined)	22	-16	0	0.8	-1	-14	0.2	-0.4	3	2
CC(=O)OCC1CCCC2=C(C)C(=O)CCC21COC(C)=O (centres undefined)	5	-8	2	-1.5	0	2	0.2	-1.3	-4	-1
CCOc1ccc(N2CC(O)(c3ccc(F)cc3)[N+]3=C2CCCC3)cc1 (centres undefined)	-14	-5	0	-0.7	1	1	-0.7	1.4	6	-6
Cc1ccc2c(c1)N(CC(=O)NCC(C)c1ccccc1)C(=O)c1cccnc1O2 (centres undefined)	-14	0	0	-1.1	-3	-1	0.8	-0.5	-1	-5
C/C(CCc1ccccc1)=N\NC(=O)CC(=O)NCCc1ccccc1	-10	-2	-3	-0.9	0	0	0.4	1.7	-1	-3

Source: PubChem (several laboratories)
